CYP2C19 inh – blockers of cytochrome P450 2C19 activity – biochemical, luminescence, ADME assay, primary screen; 96,000 tested, 21% active; inhibition, % at 5 µM; CYP2C19 Supersomes, luciferin-H EGE luminescence, 30 min; P33261;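 active = CYP2C19 inhibition above a set limit at 5 µM in the primary screen, cut at about 50% in these data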;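 note: plate controls were negative control wells for no effect and 2.5 mM tranylcypromine positive control for full effect; values of inactives mirror those of a sister screen read the other way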
H69AR inhibit – proliferation blockers of H69AR lung cancer cells, primary screen, cell-based, human, 86K library; 85,000 tested, 6% active; AID 598, 2007; viability, % at 10 µM; H69AR lung tumor viability, ATP luminescence, 72 h; active compounds read low;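 active = viability at or below 40%; inactive = viability above 40%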;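 note: multidrug resistant small cell line overexpressing MRP-1 efflux transporter; 100% = mean luminescence of untreated control wells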
HUVEC inhibit – inhibitors of HUVEC proliferation, primary screen, cell-based, 384-well | viability, % at 10 µM (by protocol) | CellTiter-Glo luminescence, 72 h; active compounds read low | 86,000 tested, 1.1% active;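 active = viability at or below 30%; inactive = viability above 30%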;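 note: 100% = median luminescence of DMSO-only cell control wells on each plate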
Mac1 fbg inh – inhibitors of CD11b/CD18 adhesion to fibrinogen, primary screen, K562 cells, luminescence; ATPlite luminescence; Mn2+ added to activate the integrin; inhibition, % at 10 µM; 93,000 tested, 0.54% active;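 active = primary inhibition of 50% or more at 10 µM, then 40% or more on retest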; note: some results filed as inactive read as strong as hits
Target sequence (P05107 whole entry, looked up, other chains not shown): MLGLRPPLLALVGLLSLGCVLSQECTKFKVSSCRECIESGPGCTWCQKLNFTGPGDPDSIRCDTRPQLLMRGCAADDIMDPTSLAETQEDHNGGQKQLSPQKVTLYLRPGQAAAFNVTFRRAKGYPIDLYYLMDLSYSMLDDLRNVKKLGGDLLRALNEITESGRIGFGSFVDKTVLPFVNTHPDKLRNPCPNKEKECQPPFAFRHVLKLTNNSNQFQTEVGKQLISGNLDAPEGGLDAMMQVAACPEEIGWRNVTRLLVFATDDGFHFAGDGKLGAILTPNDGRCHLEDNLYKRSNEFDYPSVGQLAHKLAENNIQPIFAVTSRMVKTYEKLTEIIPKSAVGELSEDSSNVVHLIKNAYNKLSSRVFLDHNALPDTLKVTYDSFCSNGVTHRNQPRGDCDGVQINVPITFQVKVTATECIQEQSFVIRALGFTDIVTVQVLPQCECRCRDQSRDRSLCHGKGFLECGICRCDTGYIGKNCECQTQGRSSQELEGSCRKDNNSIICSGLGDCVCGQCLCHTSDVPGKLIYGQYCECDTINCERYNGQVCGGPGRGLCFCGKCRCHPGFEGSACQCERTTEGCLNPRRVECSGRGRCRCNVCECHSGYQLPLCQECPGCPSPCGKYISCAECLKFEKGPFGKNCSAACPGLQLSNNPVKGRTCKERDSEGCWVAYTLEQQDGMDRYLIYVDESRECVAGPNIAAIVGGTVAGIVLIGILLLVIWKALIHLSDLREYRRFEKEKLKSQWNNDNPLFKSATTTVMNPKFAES
ERa coact pot – enhancers of ERα–SRC-1 coactivator binding, primary screen, biochemical, TR-FRET, ERα LBD, low estradiol. Estrogen receptor (Homo sapiens), P03372. TR-FRET ERalpha-LBD/SRC-Cy5 coactivator binding, 2 h; 100 = basal binding, no effect. coactivator binding (% of control), % at 25.6 µM. 86,000 tested, 1.3% active. AID 639, 2007; in the data active = activity above about 200%;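 note: binding measured in presence of low estradiol as agonist stimulus; 0% = peptide alone without receptor and 100% = receptor with peptide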
CYP2C19 act – human CYP2C19 activators, primary screen, biochemical, luminescence. recombinant CYP2C19, luciferin-H EGE luminescence; active compounds read high; 0 = fully inhibited enzyme, 1 = untreated enzyme. activation factor at 5 µM. 96,000 tested, under 10 active. Cytochrome P450 2C19 (Homo sapiens), P33261;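 active = activation factor of at least 2 at 5 µM in the primary screen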;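 note: 0 = wells with 2.5 mM tranylcypromine and 1 = vehicle-only wells; values of inactives mirror those of a sister screen read the other way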
ERa coact inh – ERα–SRC-1 coactivator interaction inhibitors, primary screen, biochemical, TR-FRET, ERα LBD, estradiol-bound | Estrogen receptor (Homo sapiens), P03372 | inhibition, % at 25.6 µM | 86,000 tested, 1.7% active | TR-FRET ER-alpha LBD / SRC-1 peptide | AID 629, 2007; in the data active = inhibition above about 50%;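 note: 0% = receptor plus peptide control and 100% = peptide only without receptor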
CD11b adhes enh – enhancers of CD11b/CD18 adhesion to fibrinogen, primary screen, K562 cells, luminescence. 93,000 tested, 0.07% active. ATPlite luminescence. activation, % at 10 µM. AID 1499, 2009;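 active = 10 µM primary screen giving 50% or more activity, confirmed by 40% or more on retest at that dose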; note: strong numbers were not always called active
Fibroblast inh – antiproliferative effect on LL 47 fibroblasts – human, LL 47 cells, CellTiter-Glo luminescence, primary screen. 85,000 tested, 1.1% active. LL 47 human lung fibroblast viability, ATP luminescence; active compounds read low. AID 719, 2007. viability, % at 10 µM;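 active = viability at or below 50% in the single dose screen; inactive = viability above 50%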;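 note: compound exposure lasted 72 h before the ATP readout; 100% = median luminescence of untreated cell-only wells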
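Test system: LL 47 human lung fibroblasts; Quantity: 1,150 cells/well; Buffer or medium: IMEM plus 15% FBS; Dosing: tenfold compound dosing solution, DMSO at 0.1%; Timing: overnight cell rest, 72 h compound treatment at 37 °C; Detection: ATP-based CellTiter-Glo luminescent readout; Read-out basis: viability percentage against median untreated-cell control; Controls: cell-only wells, no compound.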
Numbers without * were called inactive; nt = not tested or not shown; [ ] = remark or other dose.

| Compound | CYP2C19 inh | H69AR inhibit | HUVEC inhibit | Mac1 fbg inh | ERa coact pot | CYP2C19 act | ERa coact inh | CD11b adhes enh | Fibroblast inh |
| --- | --- | --- | --- | --- | --- | --- | --- | --- | --- |
| Cc1c(Cl)cccc1NC(=O)CCCCCN1C(=O)CCC1=O | 44 | 99 | 100 | -7 | 110 | 0.6 | -8 | 0 | 101 |
| CCOc1ccc2nc(NCCNC(=O)Nc3ccccc3)c(C#N)cc2c1 | 29 | 28* | 73 | -12 | 89 | 0.7 | 3[fluorescence artefact?] | 2 | 102 |
| Cc1ccc(NC(=S)NCc2cccn2C)cc1 | 43 | 95 | 103 | -15 | 122[fluorescence artefact?] | 0.6 | 3[fluorescence artefact?] | 0 | 106 |
| COc1cc(-n2nnnc2SCC(=O)N2CCN(c3ccc(F)cc3)CC2)c(OC)cc1Cl | -12 | 81 | 79 | 9 | 122 | 1.1 | 10 | 4 | 87 |
| COc1ccc(S(=O)(=O)CCC(=O)NCCc2cccc(C)c2)cc1 | 27 | 102 | 97 | -10 | 94 | 0.7 | -1[fluorescence artefact?] | 0 | 102 |
| O=C(CSCC(=O)OCn1nnc2ccccc2c1=O)Nc1ccc(Cl)cc1 | 25 | 89 | 90 | nt | 113 | 0.8 | 3 | nt | 94 |
| Cc1ccc(C(C2=C(O)CC(C)(C)CC2=O)C2C(=O)CC(C)(C)CC2=O)s1 (stereo not drawn) | 23 | nt | nt | 13 | nt | 0.8 | nt | -6 | nt |
| Cc1cccc(C(=O)Oc2ccccc2-c2nnco2)c1 | 2 | 84 | 110 | -3 | 86 | 1 | 0 | 10 | 72 |
| COC(=O)c1ccc(C2NC(=O)NC(C)=C2C(=O)N(C)C)cc1 (stereo not drawn) | -17 | 101 | 90 | 2 | 106 | 1.2 | -6 | -1 | 101 |
| COC(=O)C1=C(C)N(C)C(C)=C(C(=O)OC)C1c1ccc(Cl)cc1 | 28 | 89 | 112 | -3 | 95 | 0.7 | -3 | 2 | 107 |
| COc1ccccc1N1CCN(C(=O)c2ccc(Br)s2)CC1 | 99* | 56 | 3.9* | -1 | 117[fluorescence artefact?] | 0 | -11[fluorescence artefact?] | 0 | 96 |
| Cc1cccc(CN2CCN(CC(=O)NCCCN3CCN(c4ccc(F)cc4)CC3)C2=O)c1 | 6 | 98 | 105 | 9 | 99 | 0.9 | -2 | -7 | 111 |
| CC(C)CC(=O)Nc1ccc(Oc2ccc(NC(=O)CC(C)C)cc2)cc1 | nt | 96 | 103 | nt | 116[fluorescence artefact?] | nt | 5 | nt | 96 |
| Nc1nc(CN2CCN(c3ccc(F)cc3)CC2)nc(N2CCCc3ccccc32)n1 | 60* | 41 | 83 | 2 | 119 | 0.4 | -4 | 1 | 97 |
| COC(=O)c1cc(C(=O)OC)cc(N2C(=O)CC(Sc3nc(C)cc(C)n3)C2=O)c1 (stereo not drawn) | 4 | 92 | 102 | 4 | 123 | 1 | 2 | 3 | 98 |
| O=C(CSc1nc2c(cnn2-c2ccccc2)c(=O)[nH]1)N1CCOCC1 | -4 | 75 | 102 | nt | 118 | 1 | -9 | nt | 97 |
| CC1CCN(C(=O)CN(CCc2ccccc2)S(C)(=O)=O)CC1 | 40 | 74 | 95 | -1 | 100 | 0.6 | -31[fluorescence artefact?] | -5 | 93 |
| Cc1cnc(C(=O)OCC(=O)Nc2cccc(Cl)c2)cn1 | 40 | nt | nt | -13 | nt | 0.6 | nt | -3 | nt |
| O=S(=O)(C/C(=C/CO)S(=O)(=O)c1ccccc1)c1ccccc1 | 36 | nt | nt | 8 | nt | 0.6 | nt | -1 | nt |
| Cc1ccc(C)c(N(C)C(=O)COc2cc(=O)n(C)c3ccccc23)c1 | 34 | 98 | 99 | -6 | 139 | 0.7 | 19 | -2 | 101 |

Some of these compounds in order of formula weight, high to low:
| Compound | CYP2C19 inh | H69AR inhibit | HUVEC inhibit | Mac1 fbg inh | ERa coact pot | CYP2C19 act | ERa coact inh | CD11b adhes enh | Fibroblast inh |
| --- | --- | --- | --- | --- | --- | --- | --- | --- | --- |
| Nc1nc(CN2CCN(c3ccc(F)cc3)CC2)nc(N2CCCc3ccccc32)n1 | 60* | 41 | 83 | 2 | 119 | 0.4 | -4 | 1 | 97 |
| O=C(CSCC(=O)OCn1nnc2ccccc2c1=O)Nc1ccc(Cl)cc1 | 25 | 89 | 90 | nt | 113 | 0.8 | 3 | nt | 94 |
| CCOc1ccc2nc(NCCNC(=O)Nc3ccccc3)c(C#N)cc2c1 | 29 | 28* | 73 | -12 | 89 | 0.7 | 3[fluorescence artefact?] | 2 | 102 |
| O=C(CSc1nc2c(cnn2-c2ccccc2)c(=O)[nH]1)N1CCOCC1 | -4 | 75 | 102 | nt | 118 | 1 | -9 | nt | 97 |
| COc1ccc(S(=O)(=O)CCC(=O)NCCc2cccc(C)c2)cc1 | 27 | 102 | 97 | -10 | 94 | 0.7 | -1[fluorescence artefact?] | 0 | 102 |
| Cc1ccc(C)c(N(C)C(=O)COc2cc(=O)n(C)c3ccccc23)c1 | 34 | 98 | 99 | -6 | 139 | 0.7 | 19 | -2 | 101 |
| Cc1cnc(C(=O)OCC(=O)Nc2cccc(Cl)c2)cn1 | 40 | nt | nt | -13 | nt | 0.6 | nt | -3 | nt |
| Cc1cccc(C(=O)Oc2ccccc2-c2nnco2)c1 | 2 | 84 | 110 | -3 | 86 | 1 | 0 | 10 | 72 |
| Cc1ccc(NC(=S)NCc2cccn2C)cc1 | 43 | 95 | 103 | -15 | 122[fluorescence artefact?] | 0.6 | 3[fluorescence artefact?] | 0 | 106 |

Look-ups from above:
In ERa coact pot, COC(=O)c1cc(C(=O)OC)cc(N2C(=O)CC(Sc3nc(C)cc(C)n3)C2=O)c1 (stereo not drawn) shows 123
In HUVEC inhibit, COC(=O)C1=C(C)N(C)C(C)=C(C(=O)OC)C1c1ccc(Cl)cc1 shows 112

Remaining list, next part:
| Compound | CYP2C19 inh | H69AR inhibit | HUVEC inhibit | Mac1 fbg inh | ERa coact pot | CYP2C19 act | ERa coact inh | CD11b adhes enh | Fibroblast inh |
| --- | --- | --- | --- | --- | --- | --- | --- | --- | --- |
| Cc1nn(Cc2ccccc2)c(C)c1NC(=O)CSc1nc(-c2ccccc2)nc2c1cnn2-c1ccccc1 | 2 | 77 | 103 | 10 | 150 | 1 | 72*[fluorescence artefact?] | 31 | 106 |
| O=C(CN(Cc1ccccc1C(F)(F)F)C(=O)CNC(=O)c1ccco1)NC1CCCC1 | 11 | 94 | 94 | -23 | 119 | 0.9 | 1[fluorescence artefact?] | -2 | 102 |
| COc1ccccc1N1CCN(c2nc3ccccc3nc2C(C#N)C(=O)OC(C)C)CC1 (stereo not drawn) | 34 | 82 | 90 | -7 | 100 | 0.7 | -4[fluorescence artefact?] | -1 | 97 |
| CCc1nn(-c2cc(Oc3ccccc3)nc(-c3ccccc3)n2)c(N)c1C#N | 1 | nt | nt | -7 | nt | 1 | nt | -5 | nt |
| Clc1ccc(Cn2cc(/C=N/n3cnnc3)c3ccccc32)c(Cl)c1 | 43 | 75 | 13* | 0 | 104 | 0.6 | 0 | 3 | 76 |
| CCc1ccc(Cn2nnc(C(=O)Nc3ccc(OC)cc3OC)c2N)cc1 | -8 | 48 | 88 | -2 | 123 | 1.1 | 10 | -4 | 79 |
| Cc1c(NC(=O)CSc2nnc(-c3ccco3)n2-c2ccccc2)c(=O)n(-c2ccccc2)n1C | -1 | 83 | 98 | -7 | 114 | 1 | -1 | 10 | 94 |
| CC(=O)NC(C)C12CC3CC(CC(C(=O)O)(C3)C1)C2 (stereo not drawn) | 0 | 93 | 86 | -6 | 118 | 1 | 2 | 2 | 96 |
| CCc1[nH]nc2c1C(Cc1ccccc1)C(C#N)=C(N)O2 (stereo not drawn) | 53* | 99 | 96 | -33 | 93 | 0.5 | 12[fluorescence artefact?] | 1 | 101 |
| CCOC(=O)N1CCN(C(=S)NC)CC1 | 10 | 107 | 105 | -38 | 110 | 0.9 | -1 | 0 | 99 |
| COc1ccc(C2C3=C(N=C4SCC(=O)N42)c2ccccc2CC3)cc1 (stereo not drawn) | 95* | nt | 79 | 7 | 117 | 0 | -7 | -2 | 88 |
| CC(=O)N1CCN(Cc2ccc(Br)s2)CC1 | 31 | 98 | 98 | 22 | 96 | 0.7 | 2 | 0 | 106 |
| COc1ccc(C2NC(=O)c3sc(=S)n(-c4ccccc4)c3N2)cc1 (stereo not drawn) | 10 | 95 | 72 | -4 | 108[fluorescence artefact?] | 0.9 | 2[fluorescence artefact?] | -7 | 108 |
| COc1ccc2[nH]c(=O)c(CN(Cc3cccs3)Cc3nnnn3Cc3ccccc3)cc2c1 | 5 | 33* | 83 | 9 | 103 | 0.9 | -7 | -3 | 97 |
| O=C1CC(N2CCN(c3ccc(C(=O)c4ccc(F)cc4)cc3)CC2)C(=O)N1 (stereo not drawn) | 3 | 79 | 97 | -1 | 221* | 1 | -4 | -3 | 102 |
| Cc1ccc2nc3sc(C(=O)N4CCOCC4)c(N)c3cc2c1 | 21 | 81 | 98 | -5 | 114[fluorescence artefact?] | 0.8 | -16[fluorescence artefact?] | 1 | 98 |
| O=C(Nc1nncs1)c1ccccc1Br | 8 | 96 | 102 | -19 | 87 | 0.9 | -4 | -4 | 99 |
| CCOC(=O)c1c(C)nc2cc(C)ccn12 | 27 | 90 | 107 | -10 | 131 | 0.7 | -8 | -1 | 102 |
| CCOc1ccccc1-n1nnnc1SCC(=O)NC(=O)NCc1ccco1 | 79* | 79 | 91 | 5 | 49[fluorescence artefact?] | 0.2 | 77*[fluorescence artefact?] | 0 | 96 |
| CCN1C(=O)c2cccc3c(S(=O)(=O)NCCCN4CCOCC4)ccc1c23 | 54* | 98 | 99 | nt | 104 | 0.5 | 1 | nt | 96 |
| CCN1CCN(c2nc3c(c(=O)n(C)c(=O)n3C)n2Cc2cccc3ccccc23)CC1 | 16 | 97 | 89 | -18 | 100 | 0.8 | 5 | -2 | 89 |
| CCC(=O)N(Cc1cc2cc(C)c(C)cc2[nH]c1=O)C1CCCCC1 | 81* | nt | 87 | 1 | 96 | 0.2 | 0 | 3 | 91 |
| N#Cc1c(-c2ccccc2)nc(-c2ccccc2)[nH]c1=O | 11 | nt | nt | 52* | nt | 0.9 | nt | -4 | nt |
| COc1cccc(C2N(c3cccc(Cl)c3)C(=O)C3CCCN32)c1OC (stereo not drawn) | 78* | 95 | 94 | -3 | 119 | 0.2 | -10 | 3 | 102 |
| O=C(OCc1nnc(-c2ccccc2)o1)c1ccc2c(c1)C(=O)N(CCc1ccccc1)C2=O | 0 | 34* | 99 | -16 | 149 | 1 | 11[fluorescence artefact?] | 1 | 103 |
| CCOC(=O)c1sc(C)nc1C1CCN(C(=O)OCC)CC1 | 32 | 97 | 100 | -1 | 95 | 0.7 | -6 | -5 | 93 |
| Cc1ccc(C)c(N2CCN(c3cc(C)nc4nnnn34)CC2)c1 | nt | 97 | 97 | nt | 130 | nt | 20 | nt | 100 |
| O=c1[nH]c2cc(Cl)ccc2n(CCNc2ncc(C(F)(F)F)cc2Cl)c1=O | -8 | nt | nt | -18 | nt | 1.1 | nt | 2 | nt |
| Cc1cc(C)n(C(=O)C2CCCN2S(=O)(=O)c2ccc(Cl)cc2)n1 (stereo not drawn) | 39 | 89 | 98 | -5 | 91 | 0.6 | 5[fluorescence artefact?] | -4 | 104 |
